NPR1 activator: GC-A (human) enzyme activation; HEK293 GC-A cells, cGMP TR-FRET, EC30 ANP; 0% at EC30 ANP, 100% saturating ANP; activation, % at 10 µM; P16066; 0.14% of 370,000 active; in the data active = activation above about 40%
DAX1 inh-1: DAX1 (NR0B1) inhibition, primary screen; HEK293T StAR-luciferase reporter, SF-1/DAX-1 repression relief; inhibition, % at 6.8 µM; 1.1% of 370,000 active; AID 652010;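 active = inhibition above the mean over all tested compounds plus 3 SD, cut at about 3.6% in these data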;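 also: 0% = DAX-1 cells with DMSO and 100% = cells lacking DAX-1 with DMSO; higher inhibition means more luminescence from relief of DAX-1 repression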
NPR2 activator: GC-B (human) receptor activation; AID 1920062; HEK293-GC-B cells, CNP EC30, cGMP TR-FRET; 0% at EC30 CNP, 100% saturating CNP; activation, % at 10 µM; 0.11% of 370,000 active;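 active = activation at 10 µM reaching about 35% in either raw or pattern-adjusted values, limit read from the data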
hgDAF12 agonist: hgDAF-12 agonism, primary luciferase screen. 1.8% of 370,000 active. activation, % at 6.8 µM. HEK293 GAL4-hgDAF12 UAS-luciferase reporter, agonist luminescence; normalized to butyrate control;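 active = activation above a cutoff set at the mean of all screened compounds plus 3 SD, cut at about 10% in these data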;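 also: 0% = DMSO wells and 100% = sodium butyrate wells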
sPLA2-III inh: Blocks human group III sPLA2 activity | AID 743126 | inhibition, % at 12.2 µM | 0.56% of 370,000 active | QFRET BODIPY PC-A2 liposome hydrolysis, fluorescence | Q9NZ20;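 active = inhibition above mean plus 3 SD of compounds lying within the high and low control bounds, cut at about 19% in these data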;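 also: 0% = median of test compound wells and 100% = no enzyme DMSO wells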
Target sequence (Q9NZ20 whole entry, looked up): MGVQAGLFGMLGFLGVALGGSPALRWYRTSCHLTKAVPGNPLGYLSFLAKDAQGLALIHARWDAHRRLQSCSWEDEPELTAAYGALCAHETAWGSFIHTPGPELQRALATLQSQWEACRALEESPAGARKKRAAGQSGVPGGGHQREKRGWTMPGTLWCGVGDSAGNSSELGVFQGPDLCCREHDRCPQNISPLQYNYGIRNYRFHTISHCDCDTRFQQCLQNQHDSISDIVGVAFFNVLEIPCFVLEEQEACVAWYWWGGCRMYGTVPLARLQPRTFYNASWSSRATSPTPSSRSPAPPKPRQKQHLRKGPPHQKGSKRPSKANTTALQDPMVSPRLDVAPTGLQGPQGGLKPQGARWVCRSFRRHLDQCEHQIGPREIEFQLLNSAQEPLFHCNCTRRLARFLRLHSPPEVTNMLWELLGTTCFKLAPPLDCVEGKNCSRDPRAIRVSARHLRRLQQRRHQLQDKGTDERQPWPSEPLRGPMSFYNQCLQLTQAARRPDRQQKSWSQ
hcDAF12 agonist: activates DAF-12 receptor from parasite H. contortus; AID 652067; 1.4% of 370,000 active; activation, % at 6.8 µM; HEK293 hcDAF-12 lit1-tk-luc reporter, luminescence; 0% DMSO, 100% Δ7-dafachronic acid;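 active = activation above the mean of all tested compounds plus 3 SD, cut at about 5.5% in these data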;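 also: 100% = response to 3 µM Δ7-dafachronic acid high control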
SMARCA2 activ: increases SMARCA2 function in MMTV reporter cells; activation, % at 9.1 µM; 1% of 370,000 active; AID 652017; MG213 cells, MMTV-luciferase reporter, dexamethasone, overnight; in the data active = activation above about 7.8%;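 also: 0% = vehicle wells and 100% = reference activator wells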
FXN GAA850 act: activators of GAA850 frataxin (FXN) promoter; HEK293 lucGAA850 FXN promoter luciferase reporter, 24 h; percent of 10 µM SAHA response; activation, % at 6 µM; 0.56% of 360,000 active; AID 540364;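 active = activation above the average of all compounds screened plus 3 SD, cutoff fixed separately per campaign, cut at about 7.5% in these data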;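 also: 0% = DMSO wells and 100% = 10 µM SAHA wells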
DAX1 inh-2: inhibits human nuclear receptor DAX1. inhibition, % at 6.75 µM. P51843. 0.99% of 340,000 active. HEK293 Gal4-DAX1 luciferase reporter, luminescence. AID 504766;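 active = inhibition above the mean over all tested compounds plus 3 SD, cut at about 4.2% in these data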;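 also: 0% = DAX1-transfected cells with DMSO and 100% = empty-vector control cells with DMSO; inhibition shows as a rise in luminescence from relieved DAX1 repression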
Target sequence (P51843 207-470 limits assumed): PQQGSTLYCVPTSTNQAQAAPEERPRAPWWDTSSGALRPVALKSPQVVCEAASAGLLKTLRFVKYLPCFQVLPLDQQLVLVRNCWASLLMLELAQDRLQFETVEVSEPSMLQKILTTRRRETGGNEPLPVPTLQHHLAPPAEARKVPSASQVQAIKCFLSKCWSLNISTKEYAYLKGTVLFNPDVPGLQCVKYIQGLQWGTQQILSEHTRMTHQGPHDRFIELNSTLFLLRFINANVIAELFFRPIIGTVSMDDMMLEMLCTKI
ssDAF-12 act: activates DAF-12 receptor from parasite S. stercoralis; HEK293 ssDAF-12/GRIP1 lit1-tk-luc reporter, luminescence; % of 3 µM dafachronic acid response; activation, % at 6.8 µM; 1% of 370,000 active;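 active = activation above the mean over all tested compounds plus 3 SD, cut at about 0.9% in these data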;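 also: 0% = DMSO-only wells and 100% = 3 µM delta7-dafachronic acid wells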
proKLK7 act: proKLK7 (human) activation, primary screen. P49862. purified proKLK7, EDANS-DABCYL substrate fluorescence; 100% is mature enzyme control, 0% vehicle. activation, % at 7 µM. 0.9% of 370,000 active;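 active = activation above the mean of all tested compounds plus 3 SD, computed per campaign excluding outliers beyond control limits, cut at about 13% in these data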
Target sequence (P49862 whole entry, looked up): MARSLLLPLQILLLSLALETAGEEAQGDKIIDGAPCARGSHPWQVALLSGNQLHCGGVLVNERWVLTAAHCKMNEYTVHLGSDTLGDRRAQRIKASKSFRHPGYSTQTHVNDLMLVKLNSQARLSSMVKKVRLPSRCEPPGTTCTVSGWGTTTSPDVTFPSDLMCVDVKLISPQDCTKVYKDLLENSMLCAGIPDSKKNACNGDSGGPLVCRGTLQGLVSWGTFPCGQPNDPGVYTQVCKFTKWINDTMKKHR
Starred values were filed as active, the others as inactive; · = no result given. An unsorted share of the library. Share with any hit: about 6.7%.

structure,SMARCA2 activ,ssDAF-12 act,DAX1 inh-1,NPR2 activator,hgDAF12 agonist,hcDAF12 agonist,sPLA2-III inh,DAX1 inh-2,proKLK7 act,FXN GAA850 act,NPR1 activator
Cc1ccccc1Cn1c2ccccc2c2cnn(CC(=O)NCc3ccccn3)c(=O)c21,-3.1,-1.7,-2.1,32.5,-5.0,-0.2,-1.3,-0.2,-0.3,0.3,25.9
O=C(NCc1ccc(F)cc1)c1cc(C2CCCN(C(=O)c3ccc4ccccc4c3)C2)on1 (stereo unspecified),-7.2,-0.8,-1.1,6.6,-0.6,-2.5,-12.0,·,0.5,-2.6,-1.5
COc1ccc(CN(CC(=O)NC2CCCC2)C(=O)c2csnn2)cc1,-1.4,-0.6,0.2,1.2,0.7,0.0,3.7,2.6,0.3,-1.5,1.8
CCN(CC)C(=O)c1cccc(C)c1,-3.2,-1.5,0.4,3.0,0.0,-1.1,6.6,1.6,-0.4,0.9,2.4
CC(CN1CCN(C/C=C/c2ccccc2)CC1)c1ccccc1 (stereo unspecified),0.0,-1.0,0.1,2.6,0.8,2.7,0.7,0.2,0.9,0.0,0.5
Cn1c(CCN2CCOCC2)nc2cc(NC(=O)COc3ccccc3)ccc21,-1.2,-1.7,-0.7,0.2,-3.4,-1.0,2.5,-0.9,-0.2,3.7,3.9
CCOc1ccc2nc(SC3CC(=O)N(c4ccc(OC)cc4OC)C3=O)sc2c1 (stereo unspecified),5.7,-1.2,1.1,0.0,5.0,-0.2,-6.0,2.2,-0.6,3.5,1.9
Cc1cc(C)n2nc(C(=O)OCC(=O)c3c[nH]c4ccccc34)nc2n1,1.5,0.0,0.5,-1.5,2.3,2.9,-3.1,4.0,-0.5,-1.4,2.1
Brc1cnc(N2CCCC2)nc1N1CCCCC1,-1.5,0.0,0.4,-4.0,-3.2,1.3,-0.2,2.4,0.0,1.9,-3.6
CN(C)S(=O)(=O)c1cccc(N=c2scc(-c3ccc4c(c3)NC(=O)CO4)n2CC2CCCO2)c1 (stereo unspecified),-0.3,-1.6,-2.5,1.1,-1.9,-3.0,-14.3,-1.2,0.3,-2.1,-0.6
O=C(CNC(=O)OCc1ccccc1)NC1CCCCNC1=O (stereo unspecified),-1.9,0.1,-0.1,0.7,6.2,4.5,-2.4,-0.7,0.1,-0.9,-4.3
CC1=C(C(=O)N(C(C)C)C(C)C)CC(CC(=O)NCC2CCCCC2)C(=O)N1Cc1ccccc1 (stereo unspecified),-3.2,-1.3,0.0,-0.5,0.2,-1.4,1.2,·,-0.1,·,0.7
N#Cc1c(N)c(C(=O)c2ccccc2)n2c1CCC2,1.8,-1.8,-0.6,0.7,2.8,-0.1,-3.1,0.9,0.2,3.2,-2.3
COC(=O)[C@H](CC(C)C)NC(=O)NC1CCCc2ccccc21 (stereo partly specified),0.0,-1.4,-0.3,6.2,-2.6,1.5,-9.2,-0.6,-0.3,-1.4,3.8
CCN(CC)C(=O)c1cn(CCC#N)nc1-c1ccc(F)cc1,0.5,-1.8,-0.2,0.1,1.2,-0.8,0.7,-0.7,0.0,-0.3,-1.2
O=C(Nc1ccccc1)c1ccc(=O)n(Cc2ccc(F)c(F)c2)c1,-2.9,-0.6,-0.3,1.4,1.2,-0.9,5.8,-0.6,0.3,2.3,3.9
O=C(CCc1ccc(S(=O)(=O)NCCc2ccccc2)cc1)NCc1ccco1,0.8,-0.6,0.3,-4.1,-2.4,-1.8,-11.5,-0.7,0.2,2.7,5.9
Cc1cccc(N2CCN(C(=O)c3cc(=O)[nH]c4ccccc34)CC2)c1C,-3.2,-1.7,0.1,-1.2,-3.6,-1.9,-4.8,-1.8,-0.1,-1.0,-3.0
CCOC(=O)Cn1c(CN(C)Cc2ccccc2)nc2c1c(=O)n(C)c(=O)n2C,-4.0,-1.6,-1.4,-2.3,-0.6,-2.0,-1.4,-0.8,-0.9,-1.0,-2.5
CCOC(=O)c1c(Nc2nc(C)c(C(=O)NC)s2)sc(C)c1C,-0.8,-1.3,-0.7,0.4,1.6,0.3,5.6,1.8,-2.9,0.0,-3.4

The last two compounds of the section before lead into the next:
structure,SMARCA2 activ,ssDAF-12 act,DAX1 inh-1,NPR2 activator,hgDAF12 agonist,hcDAF12 agonist,sPLA2-III inh,DAX1 inh-2,proKLK7 act,FXN GAA850 act,NPR1 activator
CCOC(=O)Cn1c(CN(C)Cc2ccccc2)nc2c1c(=O)n(C)c(=O)n2C,-4.0,-1.6,-1.4,-2.3,-0.6,-2.0,-1.4,-0.8,-0.9,-1.0,-2.5
CCOC(=O)c1c(Nc2nc(C)c(C(=O)NC)s2)sc(C)c1C,-0.8,-1.3,-0.7,0.4,1.6,0.3,5.6,1.8,-2.9,0.0,-3.4
COc1ccc2cc(C(=O)C3CCCN(C(=O)c4ccnn4C)C3)ccc2c1 (stereo unspecified),-2.0,-1.1,-0.3,-0.8,1.5,-1.3,-7.1,0.0,0.7,0.4,-2.4
CCCCN1C(=O)C(CC(=O)NCc2ccco2)CC(C(=O)N(C(C)C)C(C)C)=C1C (stereo unspecified),-2.8,-1.0,0.2,-2.5,1.0,0.3,0.7,·,0.2,·,3.7
CCCc1cc(C(=O)Nc2ccc(C(=O)c3ccc(C)cc3)cc2)n(C)n1,-4.4,-1.3,-4.2,-1.8,-1.0,-2.6,-4.3,-0.3,-0.1,-1.4,-3.2
O=C(CN1C(=O)C2CC=CCC2C1=O)Nc1ccc(S(=O)(=O)Nc2nccs2)cc1 (stereo unspecified),0.0,-1.9,0.2,3.2,3.4,0.6,-18.2,3.8,-0.1,-0.2,1.5
COc1ccc(S(=O)(=O)NC2(C(F)(F)F)NC(=O)N(CCc3ccccc3)C2=O)cc1 (stereo unspecified),-0.1,-1.5,0.0,-1.5,2.6,-1.1,-8.7,1.6,-0.2,1.1,4.2
NC(CSC1(c2ccc(Cl)cc2)c2ccccc2-c2ccccc21)C(=O)O (stereo unspecified),-2.9,-1.3,0.8,-0.5,-1.2,0.2,16.4,0.4,-1.2,-0.6,-3.1
CCN1CCCCC(NC(=O)c2ccccc2C)C1=O (stereo unspecified),2.7,-0.6,0.7,8.1,3.2,1.1,6.4,·,0.0,·,3.3
CN(C)c1ccc(-c2nn3c(-c4ccccc4Cl)nnc3s2)cc1,-2.8,-1.7,-2.0,-3.0,4.7,-0.2,0.9,1.2,-1.5,1.0,0.5
COC(=O)c1cn(-c2ccc(-c3noc4c3C(=O)N(CC(=O)N3CCOCC3)CC4)cc2)nn1,2.8,-1.6,0.2,-4.9,0.4,1.5,-2.4,·,-0.6,·,2.8
CCOC(=O)C1=CN(CC)S(=O)(=O)NC1c1ccccc1 (stereo unspecified),-3.5,-0.9,3.0,-0.2,-0.1,-0.2,6.8,0.3,0.0,-0.9,-1.1
CCCN(CC(=O)Nc1ccccc1OC)C(=O)c1ccc2[nH]c3c(c2c1)CC(C)CC3 (stereo unspecified),-4.1,-2.1,-2.6,2.2,-6.2,-3.8,-53.5,-1.7,2.8,-1.6,-4.1
CCc1nccn1CCC(=O)NC1CCCc2c1cnn2-c1ccc(F)cc1F (stereo unspecified),-2.8,-1.2,-3.9,-2.4,-1.6,-1.4,1.9,0.0,-0.2,0.6,1.0
CC(C)C(=O)N1CCN(c2ccc([N+](=O)[O-])c(NC(C)c3ccccc3)c2)CC1 (stereo unspecified),-2.7,-1.8,-1.5,-2.8,-5.4,-3.2,11.5,-0.6,0.6,1.4,-3.6
COC(=O)c1cc(S(=O)(=O)N2CCCC2)c(Cl)cc1Cl,0.0,-0.8,0.1,3.5,-2.3,-1.0,2.8,0.6,-0.1,3.4,0.2
Cn1c(=O)c(=O)n(C)c2cc(S(=O)(=O)N3CCN(Cc4ccc(F)cc4)CC3)ccc21,0.4,-0.3,-0.2,-7.7,0.8,-0.9,-0.7,·,-0.2,·,0.2
O=C(NC1CCN(Cc2ccccc2)CC1)c1cccc(S(=O)(=O)Nc2ccc(F)cc2)c1,-4.0,-1.7,-4.6,-8.9,-5.3,-3.6,-34.2,-2.4,-0.2,-2.6,-2.5
Cc1ccc(NC(=O)N2CCN(Cc3ccc4c(c3)OCO4)CC2)cc1,-1.4,-1.2,0.9,3.7,-2.4,-0.1,1.7,-0.9,0.1,1.4,-1.4
COc1ccc(CCNC(=O)C2CCCN2C(=O)Nc2cccc(OC)c2)cc1 (stereo unspecified),3.0,-1.1,0.0,0.8,-3.0,-0.9,-1.3,2.1,-0.1,1.9,1.9
COc1ccc(CC(=O)OCC(=O)N(C)C2CCS(=O)(=O)C2)cc1OC (stereo unspecified),-1.3,-0.9,1.7,-0.1,2.5,0.1,0.1,0.5,0.1,0.2,1.6
Cn1c(SCC(=O)Nc2ccc(C(N)=O)cc2)nc2c(c1=O)SCC2,0.6,-1.0,-4.2,-2.1,4.3,-1.2,-2.3,3.6,-0.5,1.2,3.1
NC(Cc1ccccc1)c1csc(Nc2ccc(C(=O)NCCO)cc2)n1 (stereo unspecified),-1.6,-1.6,0.7,0.3,-0.6,3.6,-2.2,·,0.5,-2.2,-0.3
COc1cc(Cl)c(C)cc1NC(=O)CSCC#N,-2.3,-1.0,-0.3,2.6,1.6,1.2,-4.6,0.7,-0.3,-1.1,-2.8
C=CCNC(=O)c1c(Br)cnn1-c1ccc(C)cc1,9.2*,-0.3,1.9,0.0,8.2,4.2,-0.3,·,1.3,8.2*,1.3
COc1ccccc1NC(=O)COC(=O)CCC(=O)c1cccs1,-3.1,-0.9,2.1,-0.8,0.1,0.1,-8.8,-1.1,0.2,0.6,0.4
Cc1cc(NC(=O)c2ccc(Cl)cc2)n(-c2ccccc2)n1,-2.4,-1.1,-0.4,-3.1,0.2,-1.3,-2.6,2.7,-0.2,0.4,-0.4
Cc1ccc(OCc2cc(C(=O)NCCc3cccnc3)no2)cc1C,0.3,-0.8,-0.9,-2.0,1.2,0.2,-5.5,0.4,-0.4,2.7,0.1
CCCCCCCCCCC[C@@H](C[C@@H]1OC(=O)[C@H]1CCCCCC)OC(=O)[C@H](CC(C)C)NC=O,0.8,-0.7,1.1,6.1,-3.2,-1.1,-9.4,3.1,-1.0,-1.0,-0.5
O=c1[nH]c(=S)[nH]c2nccnc12,-4.7,-0.5,-0.8,-1.6,-0.8,-1.2,6.8,0.9,-0.1,0.8,-1.7
Cc1nnc(SCC2CCCO2)n1-c1ccccc1 (stereo unspecified),-1.3,-1.6,0.0,2.9,-0.9,-0.2,-4.1,3.6,-0.2,0.5,0.0
CC(C)(C)c1cc(-c2ccccc2)no1,-1.0,-1.4,-0.4,4.5,0.8,-1.5,-0.7,0.5,-0.2,1.8,1.5
CC(=O)Nc1ccc(-c2ccnc(-c3ccc(NC(C)=O)cc3)n2)cc1,-0.9,-0.8,0.1,-0.8,-3.1,-0.1,-0.1,-1.1,-1.5,-1.4,-4.5
